DUSP3 inh – blocks the human dual specificity phosphatase VHR1; inhibition, % at 20 µM; recombinant VHR phosphatase, colorimetric substrate read-out; AID 1992; P51452; 50,000 tested, 0.7% active; in the data active = inhibition above about 60%; also: some results filed as inactive read as strong as hits
Target sequence (P51452 whole entry, looked up): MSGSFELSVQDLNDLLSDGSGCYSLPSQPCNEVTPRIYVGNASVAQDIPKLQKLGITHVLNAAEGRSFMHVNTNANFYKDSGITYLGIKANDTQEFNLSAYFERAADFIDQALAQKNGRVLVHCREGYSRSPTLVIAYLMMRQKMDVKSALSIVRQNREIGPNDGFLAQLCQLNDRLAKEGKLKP
Numbers without * were called inactive. Some of the compounds tested; rates above refer to the full screens.

SMILES | DUSP3 inh
O=C(Nc1nc(-c2ccc([N+](=O)[O-])cc2)cs1)C1CC1c1ccccc1 (centres undefined) | 22
CCOC(=O)c1c(NC(=O)c2ccc(OC(C)C)c(OCC)c2)sc2ccccc12 | -8
Cc1cccc(-c2cc(NC(=O)c3ccccc3[N+](=O)[O-])n[nH]2)c1 | 0
Fc1ccc(-c2nnc(-c3ccc(Cl)cc3)o2)cc1 | -24
O=C1NC(=O)N(c2ccc(Br)cc2)C(=O)/C1=C/c1cccc(O)c1 | -10
O=c1c2ccccc2[nH]c(=S)n1-c1ccc(Cl)cc1 | -10
O=S(=O)(CCc1nc2ccccc2o1)c1ccc2ccccc2c1 | 11
O=C(COc1ccccc1)Nc1nnc(Cc2ccccc2)s1 | -17
COc1ccc(CC(=O)NN2C(=O)c3ccccc3C2=O)cc1 | -21
Cc1ccc(C(=O)Nc2sc3c(c2C#N)CCCCCC3)o1 | -23
CC(/C=N\NC(=O)c1cc(C(C)(C)C)[nH]n1)=C\c1ccccc1 | 2
O=C(NCC1CCCO1)c1ccc(Cl)cc1 (centres undefined) | 6
O=C1N2CN(C(c3ccccc3)c3ccccc3)CN=C2SC1(CO)CO | -15
Cc1cc(Nc2ccccc2)nc(N)n1 | -7
CN(C)C(=O)/C(C#N)=C\c1ccc(-c2ccc(S(N)(=O)=O)cc2)o1 | 5
COc1ccc(Cl)cc1/C=C(/C#N)C(=O)Nc1cccc(Br)c1 | -11
COC(=O)C1=C(C)NC2=C(C(=O)CC(C)(C)C2)C1c1ccccc1I (centres undefined) | -9
COc1cc(N/N=C(\C)c2ccc(I)cc2)ncn1 | 9
O=C1c2cccc([N+](=O)[O-])c2C(=O)N1c1nc(-c2ccccc2)cs1 | -46
Cc1c(N2C(=O)CSC2c2ccccc2Cl)c(=O)n(-c2ccccc2)n1C (centres undefined) | -24
CCOc1ccc(NC(=O)CCC(=O)OC)cc1 | -16
Cn1nnnc1SCC(=O)Nc1ccc2c(c1)oc1ccccc12 | -1
O=C(/C=C/c1ccc(Cl)cc1)Nc1ccc(Cc2ccncc2)cc1 | 1
O=C(Nc1ccc2nn(-c3ccc(Br)cc3)nc2c1)c1cccnc1 | 2
COc1ccc(CC(=O)Nc2ccc(Cl)c(C(F)(F)F)c2)cc1OC | -11

Reprinted from the part before: seven compounds, followed by the next part.
SMILES | DUSP3 inh
O=C1c2cccc([N+](=O)[O-])c2C(=O)N1c1nc(-c2ccccc2)cs1 | -46
Cc1c(N2C(=O)CSC2c2ccccc2Cl)c(=O)n(-c2ccccc2)n1C (centres undefined) | -24
CCOc1ccc(NC(=O)CCC(=O)OC)cc1 | -16
Cn1nnnc1SCC(=O)Nc1ccc2c(c1)oc1ccccc12 | -1
O=C(/C=C/c1ccc(Cl)cc1)Nc1ccc(Cc2ccncc2)cc1 | 1
O=C(Nc1ccc2nn(-c3ccc(Br)cc3)nc2c1)c1cccnc1 | 2
COc1ccc(CC(=O)Nc2ccc(Cl)c(C(F)(F)F)c2)cc1OC | -11
COc1cc([N+](=O)[O-])ccc1NC(=O)COc1cccc(Cl)c1 | -1
COc1ccccc1/C=C/C(=O)c1ccc(Cl)cc1 | -16
COc1cc([N+](=O)[O-])ccc1NC(=O)COc1ccccc1Cl | 4
Cc1ccc(S(=O)(=O)NCCOc2ccccc2)cc1[N+](=O)[O-] | 11
Cn1nnnc1SCC(=O)NCC(=O)c1ccccc1 | -2
N/C(=N\OC(=O)c1ccc(F)cc1)c1ccncc1 | 4
COc1ccc(-c2nocc2C#N)cc1OC | -26
CC1CCN(CCCCOc2ccc(Cl)cc2)CC1 | -1
COc1cccc(C2CC(=O)Nc3c2ccc2ccccc32)c1OC (centres undefined) | -4
C(=NN1CCN(Cc2ccccc2)CC1)c1ccncc1 | -12
O=C(Nc1cccnc1)c1ccc(-c2ccc(Cl)cc2)o1 | -3
CN(C)Cc1c(O)ccc2c(=O)c(-c3ccc(Cl)cc3Cl)coc12 | 34
Cc1ccc(CCC(=O)Nc2ncc(Cc3cccc(Cl)c3)s2)o1 | 1
CN1CCN(Cn2c(O)c(N=NC(=O)c3ccncc3)c3cc(Br)ccc32)CC1 | -9
COc1cccc(C(=O)N2c3ccccc3C(N(C(=O)C(F)(F)F)c3ccccc3)CC2C)c1 (centres undefined) | 0
CCOc1ccc(-c2cc(C(=O)O)c3ccccc3n2)cc1OCC | 0
COc1cc(OC)cc(C(=O)NCCC2=CCCCC2)c1 | 1
CCN1CCN(Cc2c(O)ccc3c(=O)c(-c4ccccc4OC)c(C(F)(F)F)oc23)CC1 | 12
CCCCOC(=O)COc1cc2oc(=O)c3c(c2cc1Cl)CCC3 | -2
O=C1NC(=Nc2ccc(Br)cc2)S/C1=C\c1ccccc1[N+](=O)[O-] | -8
CCn1c2ccccc2c2cc(NC(=O)c3ccccc3Cl)ccc21 | -37
COc1ccccc1/C=c1\sc2nc(-c3ccc(C)cc3)nn2c1=O | 5
CC1Cn2c(nc3sc4c(c3c2=O)CC(C)(C)OC4)N1CCO (centres undefined) | 28
CC1CCCC(N2CCN(Cc3cccnc3)CC2)C1 (centres undefined) | -2
O=C(NCc1ccco1)C1CC2CCC1C2 (centres undefined) | -47

Quoted at random: 2 records from the list, in no set order.
SMILES | DUSP3 inh
CC1Cn2c(nc3sc4c(c3c2=O)CC(C)(C)OC4)N1CCO (centres undefined) | 28
O=C(Nc1cccnc1)c1ccc(-c2ccc(Cl)cc2)o1 | -3

Following part.
SMILES | DUSP3 inh
O=C(Nc1ccc(F)c([N+](=O)[O-])c1)c1ccc(-c2ccc(Cl)cc2Cl)o1 | -10
C=CCc1cccc2cc(C(=O)NCCc3ccccc3)c(=O)oc12 | -19
COc1ccc(NC(=O)c2ccccc2C)cc1OC | 13
O=C(Nc1ccccc1)c1cc(S(=O)(=O)NC2CCCCC2)ccc1Br | 30
COc1ccc(C2C=C(Nc3ccc(C)cc3)C(=O)N2c2ccc(C)cc2)cc1OC (centres undefined) | -7
CCOC(=O)c1c(NC(=O)c2ccccc2F)sc2c1CCCCCC2 | 1
CN(C)c1ccc(/C=C2\C(=O)NC(=S)N(c3ccc(Br)cc3)C2=O)cc1 | 2
N=C(SC1CC(=O)N(c2ccccc2Cl)C1=O)N1N=C(c2cccs2)CC1c1ccc(Br)cc1 (centres undefined) | 0
O=C(N/N=C/c1ccc(Cl)c(Cl)c1)C1CC(=O)N(c2ccccc2)C1 (centres undefined) | 4
C=CCNc1ncnc2ccc(Br)cc12 | -6
O=C(NCCN1CCCC1=O)Nc1ccccc1 | -8
COc1ccc(/C=C/C(=O)O)cc1S(=O)(=O)Nc1ccc(C(=O)O)c(O)c1 | -42
CCC(C)c1ccc(NS(=O)(=O)c2ccc(NC(C)=O)cc2)cc1 (centres undefined) | 0
Clc1ccccc1CN1CCN(N=Cc2ccccc2Br)CC1 | -17
Cc1ccc(N2CC(C(=O)Nc3ccccn3)CC2=O)cc1 (centres undefined) | -6
COc1ccc(NC(=O)/C(=C\c2ccco2)NC(=O)c2ccco2)cc1 | 1
CCC(C)NC(=O)C1CN(S(=O)(=O)c2ccccc2)CCN1S(=O)(=O)c1ccccc1 (centres undefined) | 5
COc1ccc(CNC(=O)CN(c2ccc(Br)cc2)S(=O)(=O)c2ccccc2)cc1 | 6
CC1=C(C#N)c2nc(N)c(C#N)c(C)c2/C1=C\c1ccc(-c2cccc(Cl)c2)o1 | 17
OCC1(CO)COC(c2ccccc2)=N1 | -10
C/C(=N\N=C1\NC(=O)C(CC(=O)Nc2ccccc2[N+](=O)[O-])S1)c1ccc(Br)cc1 (centres undefined) | 12
O=C(CN(c1ccc(F)cc1)S(=O)(=O)c1ccccc1)Nc1ccc(Cl)cc1 | -18
Cc1ccccc1C(=O)NC(NC(=O)c1ccccc1C)c1cccc([N+](=O)[O-])c1 | -6
COC(=O)c1ccc(N2C(=O)C3C4C=CC(C5CC45)C3C2=O)cc1 (centres undefined) | -16
Cc1nnc(C)n1/N=C/c1ccc(Cl)c([N+](=O)[O-])c1 | -6

3 structures out of the list, sorted by length of the SMILES, lowest first.
SMILES | DUSP3 inh
CC1CCN(CCCCOc2ccc(Cl)cc2)CC1 | -1
Cc1nnc(C)n1/N=C/c1ccc(Cl)c([N+](=O)[O-])c1 | -6
O=C1N2CN(C(c3ccccc3)c3ccccc3)CN=C2SC1(CO)CO | -15

(continued)
SMILES | DUSP3 inh
O=Cc1cn(-c2ccccc2)nc1-c1cccc([N+](=O)[O-])c1 | 5
OCCNCCCCOc1cccc(Cl)c1 | -17
CN1C2=C(C(=O)CC(C)(C)C2)C(c2cccs2)C2=C1CC(C)(C)CC2=O | -15
CC1=C(C(=O)OCCC#N)C(c2cccc([N+](=O)[O-])c2)NC(=O)N1 (centres undefined) | -18
COc1cccc(/C=C2\SC(=S)N(NC(=O)c3ccccc3)C2=O)c1 | 27
O=C(Nc1ccc(-c2nnc(-c3ccccc3)o2)cc1)c1ccc(Cl)cc1 | -29
CN1CCN(C(=O)CN2C(=O)/C(=C/c3ccccc3)SC2=S)CC1 | -16
COc1ccc2c(C)cc(=O)oc2c1C | 5
Cc1ccc(N(C(=O)COc2ccc(Cl)cc2Cl)C2C=CS(=O)(=O)C2)cc1 (centres undefined) | 27
COC(=O)C1=C(C)N=c2s/c(=C/c3ccccc3OC(C)=O)c(=O)n2C1c1ccc(OC(C)=O)cc1 (centres undefined) | -2
Cc1ccc(Nc2cc(C)c(O)c(C)c2)cc1 | 36
CC(/C=N/Nc1nnc2c(n1)[nH]c1ccccc12)=C\c1ccco1 | -17
COc1ccc(CCNC(=O)c2cc(Cl)ccc2Cl)cc1OC | 5
Nc1cccc(C(=O)Nc2ccccc2)c1 | -2
O=C1CC(=O)NC(SCC(=O)Nc2nc3ccccc3s2)=N1 | -2
CCc1cc(OCCOCCN(C)CCO)ccc1Cl | 20
Cc1cccc(N(CC(O)CN2C(=O)NC(C)(C)C2=O)S(=O)(=O)c2ccccc2)c1 (centres undefined) | -24
Cc1ccc(C)c(OCC(=O)N/N=C/C=N/NC(=O)COc2cc(C)ccc2C)c1 | -2
CC12CCC(C(=O)N(NC(=O)c3ccc(O)cc3)C1=O)C2(C)C (centres undefined) | -21
Cc1ccc(C(C)C)c(OCC(=O)Nc2cccnc2)c1 | 6
Cc1ccc(NC(=O)C(=O)NCCN2CCN(C(=O)c3ccccc3[N+](=O)[O-])CC2)cc1 | -19
COc1ccc(/C=N/Nc2cc(N3CCOCC3)ncn2)c(OC)c1 | -7
Cc1ccc(Cn2c(NC(=O)c3cccs3)nc3ccccc32)cc1 | 4
CSC1=NC(c2cccc([N+](=O)[O-])c2)C(C(=O)OC(C)C)=C(C)N1 (centres undefined) | 18
O=C1C=CC(=O)C(c2cccc(C(F)(F)F)c2)=C1 | 94
More results follow.
SMILES | DUSP3 inh
CC(C)Cc1cc(-c2ccccc2)c(C#N)c(N)n1 | -3
O=C(O)c1ccc(-c2ccc(/C=C3\SC(=S)N(c4cccc(C(F)(F)F)c4)C3=O)o2)cc1 | -16
Cc1ccc(C(=O)Nc2cc(-c3cccc(C)c3)[nH]n2)cc1 | 1
Cc1cccc(Cl)c1NC(=O)C1CC(=O)N(c2ccc(Br)cc2)C1 (centres undefined) | -6
O=C(NCC1CCCO1)c1ccccc1 (centres undefined) | 11
N/C(Cc1ccc([N+](=O)[O-])cc1)=N\OC(=O)c1ccc(Br)cc1 | -14
COc1ccc(C2CC(C(F)(F)F)n3ncc(C(=O)N4CCN(Cc5ccccc5)CC4)c3N2)cc1OC (centres undefined) | 3
CCOc1ccccc1NC(=O)c1ccccc1 | -15
Cc1cc(C)c(S(=O)(=O)Nc2c(C)cccc2C)c(C)c1 | -45
COc1cccc(/C=N/Nc2nnc(-c3ccccc3)c(-c3ccccc3)n2)c1O | -2
O=C(NCC1CCCO1)c1ccc(S(=O)(=O)N2CCOCC2)cc1 (centres undefined) | -16
O=C(CC1S\C(=N/N=C/C=C/c2ccccc2)NC1=O)Nc1ccc(Cl)cc1 (centres undefined) | -14
Oc1cccc(/C=N/Nc2cc(N3CCCCC3)nc(N3CCCCC3)n2)c1 | -2
COc1cc2c(cc1NC(=O)COc1ccc(Cl)cc1C)oc1ccccc12 | 1
N/C(=N\[N+](=O)[O-])N/N=C\c1ccc(-c2ccc(Cl)c([N+](=O)[O-])c2)o1 | 0
O=C(Nc1nnc(COc2ccc(Br)cc2)s1)C1CCCCC1 | -15
CCc1cc2c(C)cc(=O)oc2cc1OC(C)=O | -18
COC(=O)c1c(-c2ccccc2)csc1NC(=O)C1CC=CCC1C(=O)O (centres undefined) | -26
O=C(NC(=S)Nc1ccc(SC(F)F)cc1)c1cccs1 | 10
COc1cc(OC)c([N+](=O)[O-])cc1/C=C1/C(=O)NC(=S)N(c2cccc(Br)c2)C1=O | 19
COC(=O)C1=C(C)NC2=C(C(=O)c3ccccc32)C1c1ccc(-c2ccc(C(=O)O)cc2)o1 (centres undefined) | -3
O=C(C(c1ccccc1)c1ccccc1)N1CCN(c2ccc([N+](=O)[O-])cc2)CC1 | 5
COc1cc(Br)ccc1NC(=O)c1ccccc1-c1ccccc1C(=O)O | -46
Brc1ccc(-c2nc(Cc3ccccc3)no2)cc1 | -5
Cc1ccc(NS(=O)(=O)c2ccc(C)c([N+](=O)[O-])c2)cc1 | -1

Part of the list above, with each value named.
canonical_smiles: CC(C)Cc1cc(-c2ccccc2)c(C#N)c(N)n1
  DUSP3 inh: -3

canonical_smiles: O=C(O)c1ccc(-c2ccc(/C=C3\SC(=S)N(c4cccc(C(F)(F)F)c4)C3=O)o2)cc1
  DUSP3 inh: -16

canonical_smiles: Cc1ccc(C(=O)Nc2cc(-c3cccc(C)c3)[nH]n2)cc1
  DUSP3 inh: 1

canonical_smiles: Cc1cccc(Cl)c1NC(=O)C1CC(=O)N(c2ccc(Br)cc2)C1 (centres undefined)
  DUSP3 inh: -6
